FEN1 inhibitor = blocks human flap endonuclease 1 | Potency, µM (highest dose often 114 µM), without a hit: at the highest dose activity change, negative = inhibition, most hits filed as inhibitors | P39748 | 390,000 compounds, 0.35% hits | Recombinant FEN1 flap cleavage, fluorescence, 15 min; also: nearly all actives have a fitted effect of over 65% in size
Target sequence (P39748 whole entry, looked up): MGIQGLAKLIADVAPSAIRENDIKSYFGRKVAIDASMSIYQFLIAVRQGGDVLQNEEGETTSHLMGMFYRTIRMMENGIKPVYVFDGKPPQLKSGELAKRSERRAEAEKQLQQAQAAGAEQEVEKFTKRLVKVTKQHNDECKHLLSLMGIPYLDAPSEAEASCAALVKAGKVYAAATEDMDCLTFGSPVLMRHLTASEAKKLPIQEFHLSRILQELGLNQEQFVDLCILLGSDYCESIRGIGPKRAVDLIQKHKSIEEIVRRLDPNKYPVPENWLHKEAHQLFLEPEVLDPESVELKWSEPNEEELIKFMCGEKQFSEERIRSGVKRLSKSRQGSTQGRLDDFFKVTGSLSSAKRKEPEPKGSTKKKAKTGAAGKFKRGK
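FEN1 at 10 nM, compound pretreatment for 15 min (room temperature), 50 nM final substrate to initiate; endpoint reads at 0 and 15 min; DMSO-only plates used as vehicle background.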
TDP1 inh = TDP1 (human) enzyme inhibition. Q9NUW8. recombinant TDP1, AlphaScreen DNA substrate cleavage. Potency, µM (top dose mostly 130 µM), without a hit: at the top dose activity change, negative = inhibition, actives largely listed as inhibitors. 350,000 compounds, 0.28% hits; also: nearly all actives have a fitted effect of over 40% in size
Target sequence (Q9NUW8 whole entry, looked up): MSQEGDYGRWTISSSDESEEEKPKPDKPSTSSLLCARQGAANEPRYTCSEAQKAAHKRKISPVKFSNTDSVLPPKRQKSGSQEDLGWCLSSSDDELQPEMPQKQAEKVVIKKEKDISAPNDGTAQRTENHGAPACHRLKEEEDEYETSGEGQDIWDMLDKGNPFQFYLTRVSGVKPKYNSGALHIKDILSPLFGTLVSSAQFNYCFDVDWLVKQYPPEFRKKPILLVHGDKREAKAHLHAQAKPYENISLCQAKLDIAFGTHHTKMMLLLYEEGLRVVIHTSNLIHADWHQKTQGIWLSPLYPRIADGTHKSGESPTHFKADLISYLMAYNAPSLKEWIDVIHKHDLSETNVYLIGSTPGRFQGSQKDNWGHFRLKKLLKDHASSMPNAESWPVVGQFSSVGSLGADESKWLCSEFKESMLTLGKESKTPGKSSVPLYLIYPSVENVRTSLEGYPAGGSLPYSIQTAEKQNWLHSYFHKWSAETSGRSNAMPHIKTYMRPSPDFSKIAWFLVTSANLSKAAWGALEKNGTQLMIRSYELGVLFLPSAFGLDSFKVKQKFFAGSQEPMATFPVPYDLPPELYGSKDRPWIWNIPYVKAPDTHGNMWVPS
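Signal: AlphaScreen proximity between streptavidin donor and anti-FITC acceptor beads on intact substrate. Reaction: Tdp1 1 nM, substrate 15 nM final, 5 min RT after 15 min compound preincubation.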
N370S GC mod = inhibitors or activators of N370S glucocerebrosidase for Gaucher disease. N370S GC spleen homogenate, 4MU-glucoside fluorescence. Potency, µM (top dose mostly 59.4 µM), for the others: at the top dose activity change, negative = inhibition, hits mostly inhibitors. 330,000 compounds, 0.092% hits;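 also: 0% = full enzyme activity and -100% = no enzyme basal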
Active calls of the source: *; ? = inconclusive; nt = not tested or not shown; [ ] = another dose, or the depositor's remark. Calls follow the shape of the dose curve; as a rule, active = well fitted curve in the direction sought with a large enough effect; inconclusive = small, poorly fitted or top-dose-only effect, or another doubt; inactive = no such curve, though single readings can be large; an effect the other way counts as inactive or inconclusive. Unless noted, % is scaled to controls: 0 for no effect and ±100 for the full control effect; potency is read from the fitted curve at half-maximal effect.

1	CCC(C)NC(=O)C(Cc1ccccc1)NS(=O)(=O)c1cccc2nsnc12 (stereo not drawn)
2	Cc1ccc(N2C(=O)c3ccccc3C2Nc2ccccc2)nc1 (stereo not drawn)
3	CCCCCOC(=O)Cc1c(O)c2ccccc2n(C)c1=O
4	COc1ccc(-c2c(C)c3ccc(O)c(CN4CCCCC4C)c3oc2=O)cc1OC (stereo not drawn)
5	CCCCCn1cc2c(c1-c1ccccc1Br)c(=O)n(C)c(=O)n2C

| Screen / compound no. | 1 | 2 | 3 | 4 | 5 |
| --- | --- | --- | --- | --- | --- |
| FEN1 inhibitor | -10.1% | -16.8% | 1.6% | 15.2% | -18.4% |
| TDP1 inh | -4.8% | 3.9% | 2.1% | 5.4% | 4.7% |
| N370S GC mod | ? | 13.1% | -0.3% | nt | nt |

6	CCc1ccccc1NC(=O)Cn1nc(-c2cc(C)ccc2C)c2c(c1=O)CCCC2
7	COc1ccc(-c2noc(CCC(=O)N3CCN(Cc4ccccc4)CC3)n2)cc1
8	Cc1nc2cc(NC(=O)CSc3nc4c(C)cccc4cc3C#N)ccc2s1
9	NC1=NC(=O)C(Cc2cc(Cl)ccc2Cl)S1 (stereo not drawn)
10	N#Cc1ccc(NC(=O)Cn2cnc(S(=O)(=O)N3CCc4ccccc43)c2)cc1

| Screen / compound no. | 6 | 7 | 8 | 9 | 10 |
| --- | --- | --- | --- | --- | --- |
| FEN1 inhibitor | -11.9% | -19.2% | -3.5% | 0.0% | -19.5% |
| TDP1 inh | -4.7% | 2.2% | -2.5% | 0.0% | 1.2% |
| N370S GC mod | nt | -1.7% | -0.5% | -1.6% | -8.0% |

11	O=C(NCC1CCCO1)NC1CCCCC1 (stereo not drawn)
12	C#CCOCCOCCOCCNc1nc(N2CCOCC2)nc(N2CCN(C(=O)[C@H]([C@@H](C)O)n3cc(CCCCN)nn3)CC2)n1
13	C=C(C)c1cccc(C(C)(C)NC(=O)N2CCCCC2CC)c1 (stereo not drawn)
14	Cc1ccn2c(NC3CCCCC3)c(-c3ccc(C)o3)nc2c1
15	Cc1c(-c2cc[n+]([O-])cc2)oc2ccc(Br)cc2c1=O

| Screen / compound no. | 11 | 12 | 13 | 14 | 15 |
| --- | --- | --- | --- | --- | --- |
| FEN1 inhibitor | -12.9% | 10.5% | 0.2% | -13.8% | nt |
| TDP1 inh | -1.0%[56.1 µM] | -2.6% | 5.1% | 6.5% | -5.0% |
| N370S GC mod | 12.2% | 2.3% | 1.3% | nt | 0.8% |

16	COCc1cc(=O)[nH]c(Nc2nc3ccc(C)cc3o2)n1
17	Cc1ccccc1Nc1nn2c(=O)c3ccccc3nc2s1
18	O=C(CNc1n[nH]c(=O)[nH]c1=O)N/N=C/C1CC=CCC1 (stereo not drawn)
19	CCOC(=O)c1sc2ncn(CC(=O)NCC3CCCO3)c(=O)c2c1C (stereo not drawn)
20	CC(C)CCOc1ccccc1Cn1c(=O)sc2ccccc21

| Screen / compound no. | 16 | 17 | 18 | 19 | 20 |
| --- | --- | --- | --- | --- | --- |
| FEN1 inhibitor | 9.5% | -1.6% | 4.3% | 10.2% | 3.4% |
| TDP1 inh | 13.4% | 3.1% | 1.4% | 5.5% | -6.3% |
| N370S GC mod | 10.0% | 6.1% | 6.2% | -1.2% | nt |

21	Cc1ccc2cc(C#N)c(SCc3nnc(-c4ccccc4[N+](=O)[O-])o3)nc2c1
22	Cc1cc(Cl)ccc1NC(=O)Cc1ccc(NC(=O)N2CCCCc3ccccc32)cc1
23	Cc1sc2ncn(CC(=O)N3CCN(c4ccc(F)cc4)CC3)c(=O)c2c1S(=O)(=O)N1CCC(C)CC1
24	COc1ccc(C2CC(c3ccccc3C(F)(F)F)=NN2c2ccc(S(N)(=O)=O)cc2)cc1 (stereo not drawn)
25	Cc1nc2cc(C(F)(F)F)ccc2n1CCNc1nc(-c2cc(Cl)c(N)c(Cl)c2)cs1

| Screen / compound no. | 21 | 22 | 23 | 24 | 25 |
| --- | --- | --- | --- | --- | --- |
| FEN1 inhibitor | -5.0% | -13.9% | -16.7% | -4.4% | 1.6% |
| TDP1 inh | 3.4% | 1.9% | 2.9% | -7.0%[56.1 µM] | nt |
| N370S GC mod | 8.7% | nt | nt | nt | 19.2% |

26	CC1CC(=O)N(CC(=O)NCc2ccc3c(c2)OCO3)c2ccccc2S1 (stereo not drawn)
27	O=C(N1CCN(c2ccccc2)CC1)C(F)(F)C(F)(F)F
28	Cc1cc(S(=O)(=O)N2CCOCC2)ccc1OCC(=O)Nc1cccc(F)c1
29	COc1ccc(OC)c(NC(=O)C2CCCN(S(=O)(=O)c3ccc4c(c3)CCCC(=O)N4)C2)c1 (stereo not drawn)
30	O=[N+]([O-])c1cccc(-c2ccc(SCc3cccnc3)nn2)c1

| Screen / compound no. | 26 | 27 | 28 | 29 | 30 |
| --- | --- | --- | --- | --- | --- |
| FEN1 inhibitor | -1.2% | 4.0% | 2.1% | 13.2% | -4.8% |
| TDP1 inh | 8.4% | -2.0% | 0.5% | 4.2% | 6.0% |
| N370S GC mod | 6.3% | 1.9% | -0.4% | nt | -2.8% |

31	Cn1c(CCN2CCCCC2)nc2cc([N+](=O)[O-])ccc21
32	O=[N+]([O-])c1cc(Br)c2nsnc2c1N1CCOCC1
33	CCOC(=O)CC1NC(=O)c2ccccc21 (stereo not drawn)
34	CCN(CC)c1cc(C)c(C#N)c2nc3ccccc3n12
35	CC(=O)n1c2c(c3ccccc31)OC(N)=C(C#N)C2c1cccc(Cl)c1Cl (stereo not drawn)

| Screen / compound no. | 31 | 32 | 33 | 34 | 35 |
| --- | --- | --- | --- | --- | --- |
| FEN1 inhibitor | -7.4% | 14.1% | -10.2% | -8.7% | -13.4% |
| TDP1 inh | -2.1% | nt | -1.9% | -5.7% | 1.9% |
| N370S GC mod | 10.3% | -14.2% | 13.1% | 12.7% | 7.9% |

36	COc1ccc(OC)c(NC(=O)C(C)SCc2nc3sc(C)c(C)c3c(=O)[nH]2)c1 (stereo not drawn)
37	COCCNC(=O)c1ccccc1NC(=O)Cc1ccccc1[N+](=O)[O-]
38	CCc1nn(CC(=O)NCC(C)c2ccccc2)c(=O)c2cc3occc3n12 (stereo not drawn)
39	CCn1c(COc2ccc(Cl)cc2)nnc1SCc1nc2ccccc2[nH]1
40	c1ccc2c(c1)CCc1snnc1-2

| Screen / compound no. | 36 | 37 | 38 | 39 | 40 |
| --- | --- | --- | --- | --- | --- |
| FEN1 inhibitor | 11.8% | 19.2% | 6.0% | -4.4% | -10.9% |
| TDP1 inh | 1.2%[56.1 µM] | nt | -7.6% | 7.6% | nt |
| N370S GC mod | nt | -12.3% | nt | 4.1% | -1.5% |

41	O=C(CCN1C(=O)C2C3CCC(C3)C2C1=O)Nc1cccc(Cl)c1 (stereo not drawn)
42	Cc1csc(NC(=O)CSc2nnc(-c3ccoc3C)n2C(C)c2ccccc2)n1 (stereo not drawn)
43	COCc1cc(C)nc2sc3c(c12)NC(c1ccc(O)c(OC)c1)N(c1ccccc1)C3=O (stereo not drawn)
44	COc1ccc(C(CNC(=O)c2cccc(S(=O)(=O)NCc3ccccc3)c2)N2CCOCC2)cc1 (stereo not drawn)
45	COc1ccc(Cl)cc1NC(=O)[C@@H]1CCCN1C(=O)c1cccs1

| Screen / compound no. | 41 | 42 | 43 | 44 | 45 |
| --- | --- | --- | --- | --- | --- |
| FEN1 inhibitor | 1.6% | 2.3% | -17.8% | 6.5% | -8.1% |
| TDP1 inh | 0.8% | nt | -2.3% | -2.8% | 2.8% |
| N370S GC mod | -3.4% | 10.6% | nt | -17.6% | 9.3% |

46	COc1ccc(CCNc2nc(-c3ccccn3)cs2)cc1OC
47	S=C(Nc1ccc2nsnc2c1)N1CCCC1
48	CN(C(=O)c1ccc(S(=O)(=O)N2CCOCC2)cc1)C1CCS(=O)(=O)C1 (stereo not drawn)
49	CC(=O)N1CC(=O)N(Cc2ccccc2)/C(=C/c2ccccc2)C1=O
50	COc1ccc(NC(=O)c2c(N)cnn2C)cc1

| Screen / compound no. | 46 | 47 | 48 | 49 | 50 |
| --- | --- | --- | --- | --- | --- |
| FEN1 inhibitor | 13.5% | 6.9% | 4.8% | -1.8% | -14.0% |
| TDP1 inh | nt | 1.2% | -1.7% | 8.4% | nt |
| N370S GC mod | -15.2% | 15.9% | -0.2% | -6.0% | -6.1% |

51	CCCC(=O)NC(=S)Nc1ccccc1F
52	CC1CCCC(C)N1C(=O)COC(=O)c1ccco1 (stereo not drawn)
53	CCOC(=O)c1[nH]c2ccc(OCC)cc2c1NC(=O)CN1CCCC(C)C1 (stereo not drawn)
54	COc1ccc(NC(=O)c2nnn(Cc3nc(-c4cc(OC)c(OC)c(OC)c4)oc3C)c2C)cc1Cl
55	CCCN(Cc1cccs1)C(=O)Nc1cc(C)ccc1OC

| Screen / compound no. | 51 | 52 | 53 | 54 | 55 |
| --- | --- | --- | --- | --- | --- |
| FEN1 inhibitor | -2.0% | 4.4% | -7.9% | 18.3% | -1.9% |
| TDP1 inh | 2.0% | -6.5% | 5.8% | 0.0% | 2.9% |
| N370S GC mod | 4.7% | nt | 1.3% | nt | nt |

56	CC(=O)CSc1nc2ccc(Nc3nc(N4CCOCC4)nc(N4CCOCC4)n3)cc2s1
57	O=C(CSc1nc(O)cc(=O)n1-c1ccccc1)Nc1ccc(Br)cn1
58	Cc1cc(C)n2nc(SCC(=O)N(C)C)nc2n1
59	CCOc1cc(/C=N/NC(=O)c2cccnc2)ccc1OCC(N)=O
60	CC1(C)NC(=O)N(CC(=O)OCC(=O)Nc2cccc(F)c2)C1=O

| Screen / compound no. | 56 | 57 | 58 | 59 | 60 |
| --- | --- | --- | --- | --- | --- |
| FEN1 inhibitor | -17.5% | 8.1% | 11.6% | -2.0% | 11.8% |
| TDP1 inh | 6.6% | 6.0% | 1.0% | 2.6% | 1.1% |
| N370S GC mod | 6.3% | -2.5% | 5.3% | -29.8% | nt |

61	Cc1cc2[nH]c(=O)c(=O)[nH]c2cc1S(=O)(=O)NCc1ccc(F)cc1
62	COc1ccc2[nH]c(=O)c(CN(CC3CCCO3)S(=O)(=O)c3ccccc3F)cc2c1 (stereo not drawn)
63	COc1ccc(C2NC(=O)NC(C)=C2C(=O)Nc2cccc(C)c2C)cc1 (stereo not drawn)
64	CC(OC(=O)c1cc(=O)c2cc(Cl)ccc2o1)C(=O)N1CCCC1 (stereo not drawn)
65	CC(/C=N/NC(=O)c1ccccn1)=C\c1ccco1

| Screen / compound no. | 61 | 62 | 63 | 64 | 65 |
| --- | --- | --- | --- | --- | --- |
| FEN1 inhibitor | 48.2%[activator] | 2.1% | -0.6% | 2.5% | -4.6% |
| TDP1 inh | 2.5% | nt | 2.1% | -6.3% | 7.5% |
| N370S GC mod | nt | ? | 0.1% | -5.8% | 7.1% |

66	O=C(Nc1ccccc1N1CCOCC1)c1ccc2c(c1)C(=O)N(Cc1ccncc1)C2=O
67	Cc1ccc(S(=O)(=O)n2nc(-c3ccco3)nc2NCc2ccccc2Cl)cc1
68	CCOC(=O)C1=C(COC(=O)C2CC(=O)N(CCc3ccccc3)C2)NC(=O)NC1C (stereo not drawn)
69	Cc1ccccc1-n1c(SCC(=O)N/N=C/c2sccc2C)nc2ccccc2c1=O
70	CCc1sc(C(=O)NNC(=O)c2cncc(Br)c2)cc1C

| Screen / compound no. | 66 | 67 | 68 | 69 | 70 |
| --- | --- | --- | --- | --- | --- |
| FEN1 inhibitor | -11.5% | -11.7% | -14.8% | 6.4% | 5.4% |
| TDP1 inh | 8.3% | 8.6% | -0.2% | 5.3% | -4.1% |
| N370S GC mod | 13.4% | nt | nt | -27.9% | nt |

71	C=CCc1cccc(CNc2ccc(Br)cc2)c1O
72	Cc1ccc(S(=O)(=O)NCCc2nnc3ccc(SCc4cccnc4)nn23)cc1
73	Nc1c(S(=O)(=O)c2ccccc2)c2nc3ccccc3nc2n1C1CC1
74	O=C(C1CCCN(c2ncnc3c2nc2n3CCCCC2)C1)N1CCN(c2ccc(Cl)cc2)CC1 (stereo not drawn)
75	COCCNc1nc(=S)[nH]c2cc(OC)c(OC)cc12
76	Cc1ccc(NC(=O)CO/N=C/c2ccccc2C)c(C)c1
77	Cn1nnc2c(sc3nc(N4CCOCC4)c4c(c32)CCCC4)c1=O
78	CC(=O)c1cccc(NS(=O)(=O)c2c(C)nc3sc(C)cn3c2=O)c1

| Screen / compound no. | 71 | 72 | 73 | 74 | 75 | 76 | 77 | 78 |
| --- | --- | --- | --- | --- | --- | --- | --- | --- |
| FEN1 inhibitor | -14.6% | -0.9% | 0.9% | -3.5% | -0.7% | -18.7% | -4.2% | -1.2% |
| TDP1 inh | nt | -0.6% | 3.8% | 8.0% | 0.0% | 4.6% | 2.3% | 5.1% |
| N370S GC mod | 5.3% | 9.5% | ? | 5.1% | -15.0% | -10.1% | 2.6% | nt |

Screening results from PubChem BioAssay.
